APJ antagonist: blocks the human apelin receptor APJ | CHO-K1 APJ beta-arrestin complementation, luminescence | inhibition, % at 20 µM | hit rate 0.32% among 330,000 | AID 2521;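 active = inhibition above about 40% at 20 µM, limit read from the data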;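 note: cells challenged with 10 nM apelin-13 agonist together with compound; plate controls were apelin-13 plus DMSO wells for no effect and DMSO wells lacking apelin-13 for full effect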
CHOP UPR activ: activators of apoptotic arm of unfolded protein response (CHOP). hit rate 0.34% among 330,000. activation, % at 10 µM. AID 449763. CHO-CHOP luciferase reporter, UPR activation, luminescence; percent of tunicamycin response over DMSO baseline;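 active = at 10 µM dose, activation of 40% or more, normalized to positive control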;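 note: 100% = tunicamycin at 10 µg/mL and 0% = DMSO alone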
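Assay system: CHO-CHOP cells, stable luciferase reporter of PERK-eIF2a-CHOP signalling / Buffer or medium: F12 plus 10% serum / Compound dosing: one dose, 10 µM in 0.5% DMSO / Times: 6 h compound treatment, 37 °C / Technique: luciferase luminescence / Read-out: % reporter activation, DMSO baseline versus tunicamycin full activation / Benchmarks: tunicamycin and DMSO controls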
tim23-1 inh: inhibits growth of tim23-1 mutant yeast; S. cerevisiae tim23-1 growth, BacTiter-Glo luminescence, 24 h; inhibition, % at 20 µM; hit rate 1.3% among 330,000; AID 463212;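 active = growth inhibition of the mutant yeast at or above 50%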;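 note: temperature-sensitive mutant grown at 25 °C; plate controls were DMSO-treated mutant yeast for no effect and medium wells lacking yeast for full effect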
APJ ag: agonists of human APJ apelin receptor; CHO-K1 APJ PathHunter beta-arrestin, luminescence; 0% DMSO wells, 100% apelin; activation, % at 20 µM; hit rate 0.11% among 330,000;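 active = activation more than six SD over the plate average, tested at 20 µM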;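 note: 0% = DMSO alone and 100% = apelin-13 at 10 nM; some results filed as inactive read as strong as hits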
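Assay system: CHO-K1 APJ beta-arrestin complementation cell line / Compound: single test compound dose, 20 µM final, 1% DMSO / Times: overnight seeding, 90 min compound at 25 °C, 1 h detection / Technique: beta-gal luminescence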
Mdm2 MdmX PPI: disrupts the human Mdm2-MdmX interaction | hit rate 3% among 330,000 | O15151+Q00987 | inhibition, % at 8 µM | SaOS-2 split-luciferase Mdm2/MdmX complementation, luminescence;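 active = inhibition of at least 50% at 8 µM in the primary screen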
Target sequence (O15151 whole entry, looked up): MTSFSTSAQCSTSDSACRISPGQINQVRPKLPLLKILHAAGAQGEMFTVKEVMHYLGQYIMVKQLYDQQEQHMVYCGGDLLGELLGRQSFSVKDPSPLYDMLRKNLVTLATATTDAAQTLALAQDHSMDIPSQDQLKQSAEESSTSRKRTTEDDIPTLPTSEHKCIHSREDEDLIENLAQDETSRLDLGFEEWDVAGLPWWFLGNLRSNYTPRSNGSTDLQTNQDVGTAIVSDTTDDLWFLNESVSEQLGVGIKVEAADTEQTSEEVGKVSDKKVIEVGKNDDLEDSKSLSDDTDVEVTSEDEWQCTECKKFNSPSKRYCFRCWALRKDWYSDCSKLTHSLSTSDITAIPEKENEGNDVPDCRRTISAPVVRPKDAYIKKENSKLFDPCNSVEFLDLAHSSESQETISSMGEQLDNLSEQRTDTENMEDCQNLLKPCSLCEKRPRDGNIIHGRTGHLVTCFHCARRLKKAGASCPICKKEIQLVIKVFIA
Target sequence (Q00987 whole entry, looked up): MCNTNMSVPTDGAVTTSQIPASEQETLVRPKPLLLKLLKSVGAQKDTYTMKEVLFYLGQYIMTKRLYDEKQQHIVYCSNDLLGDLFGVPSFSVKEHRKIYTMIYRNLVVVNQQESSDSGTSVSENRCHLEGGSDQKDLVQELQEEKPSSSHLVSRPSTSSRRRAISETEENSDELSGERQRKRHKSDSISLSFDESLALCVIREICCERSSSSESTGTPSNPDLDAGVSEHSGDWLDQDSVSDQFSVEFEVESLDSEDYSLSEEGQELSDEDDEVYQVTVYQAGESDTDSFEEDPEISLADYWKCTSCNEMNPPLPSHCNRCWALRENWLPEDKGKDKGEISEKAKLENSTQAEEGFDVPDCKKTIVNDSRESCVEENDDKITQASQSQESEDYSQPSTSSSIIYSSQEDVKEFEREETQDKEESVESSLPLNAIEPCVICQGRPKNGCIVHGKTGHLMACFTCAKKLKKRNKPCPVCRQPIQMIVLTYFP
CXCR6 inh: blocks human CXCR6 beta-arrestin recruitment; O00574; AID 602244; CHO-K1 PathHunter CXCR6 beta-arrestin, luminescence; inhibition, % at 20 µM; hit rate 0.36% among 360,000; in the data active = inhibition above about 34%, passing the limit was not always enough;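 note: antagonist mode with CXCL16 agonist at 10 nM final; 0% = 10 nM CXCL16 with DMSO and 100% = unstimulated wells without agonist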
tim10-1 inh: tim10-1 yeast growth inhibition; S. cerevisiae tim10-1 ts strain growth, BacTiter-Glo, 24 h; inhibition, % at 20 µM; hit rate 2.2% among 330,000; AID 463190;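 active = inhibition of at least 40%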;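 note: mutant grown at 25 °C; 0% = DMSO wells with yeast and 100% = wells holding no yeast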
TIM10 inh: growth inhibitors of TIM10 yeast strain. S. cerevisiae TIM10 strain growth, BacTiter-Glo luminescence, 24 h. inhibition, % at 10 µM. hit rate 1.4% among 330,000;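 active = inhibition of 40% or more at the single tested concentration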;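 note: wild-type TIM10 isogenic control strain grown at permissive 25 °C; 0% = DMSO yeast wells and 100% = minimal medium wells without yeast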
UPR XBP1 act: activators of adaptive arm of unfolded protein response (XBP1). CHO-XBP1 luciferase reporter, IRE1-XBP1 UPR activation, luminescence; percent of tunicamycin response, DMSO as zero. activation, % at 20 µM. hit rate 0.33% among 330,000;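 active = versus positive control, 20 µM dose yields 30% or more activation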;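 note: 100% = tunicamycin at 10 µg/mL and 0% = DMSO only wells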
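Material – CHO cell line with stable XBP1 luciferase reporter · Buffer or medium – F12 plus 10% FBS · Compound – single point, 20 µM final compound, 1% DMSO · Schedule – 16-18 h cell attachment at 37 °C, then 6 h compound exposure · Signal – Steady-Glo luminescence read · Benchmarks – high control tunicamycin 10 µg/mL final, low control DMSO vehicle only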
* = called active by the depositor; / = not tested or not shown. Not all compounds are listed (hit frequency here may not be typical).

#	structure	APJ antagonist	CHOP UPR activ	tim23-1 inh	APJ ag	Mdm2 MdmX PPI
1	CC(C)NC(=S)N1CCn2c(nc3ccccc32)C1	11	0.8	5	3	5
2	CCOc1ccc(-n2c(=S)sc3c(=O)[nH]c(SCC(=O)NCc4ccco4)nc32)cc1	-4	-2.0	9	-5	-21
3	O=C(Nc1ccc2oc(-c3cccnc3)nc2c1)c1cccnc1	-11	1.4	4	0	-13
4	COc1cc(/C=C/c2nc3ccccc3c(=O)[nH]2)cc(Cl)c1O	8	4.3	-50	-3	12
5	O=Cc1c(NCc2ccc(F)cc2)c2ccccc2[nH]c1=O	-2	0.4	19	2	4
6	N/C(=N\OC(=O)C(c1ccccc1)c1ccccc1)c1ccncc1	-10	-0.3	17	4	12
7	O=C(NCc1ccccn1)Nc1ccc(Cl)cc1	15	0.3	-13	-2	-5
8	Cc1onc(-c2c(Cl)cccc2Cl)c1C(N)=S	-15	-0.8	-3	-3	24
9	O=C(NCc1ccc(Cl)cc1)c1cc(=O)nc2sc(-c3ccccc3)nn12	29	-2.0	-2	-4	20
10	Cc1ccc(CNC(=O)C2CC(c3ccccc3C(F)(F)F)=NO2)o1 (stereo not given)	-10	0.6	-5	-4	17
11	CCN1C(=O)N(C)C2(c3ccccc3)N(C)C(=O)N(C)C12c1ccccc1 (stereo not given)	6	-0.5	2	-1	12
12	CC(OC(=O)CCSc1ccccc1)C(=O)Nc1ccc(S(N)(=O)=O)cc1 (stereo not given)	-59	1.0	19	18	-9
13	COc1ccc(-c2noc(CN(C)C(=O)c3ccoc3C)n2)cc1OC	-7	-0.2	-18	-1	-3
14	Cc1cccc2c1-c1sc(C(=O)Nc3ccccc3N3CCN(C)CC3)cc1CO2	15	1.2	18	-3	65*
15	COc1ccc(-c2nc(C#N)c(NC(C)c3ccccc3)o2)cc1OC (stereo not given)	1	-0.1	24	-4	20

#	CXCR6 inh	tim10-1 inh	TIM10 inh	UPR XBP1 act
1	-11	17	0	0
2	5	15	2	0
3	-3	-16	-2	5
4	4	-34	-40	-1
5	-6	7	-3	-2
6	-13	3	2	-2
7	-3	-6	-2	1
8	2	-7	-23	-1
9	1	-3	-14	0
10	-3	-12	1	-3
11	8	17	2	1
12	-4	1	16	0
13	-1	-9	2	-1
14	2	12	26	5
15	-5	16	8	7

Later entries:
#	structure	APJ antagonist	CHOP UPR activ	tim23-1 inh	APJ ag	Mdm2 MdmX PPI
16	CCN(C(=O)CSc1nnnn1-c1ccccc1)C1CCS(=O)(=O)C1 (stereo not given)	5	-2.7	14	-1	-37
17	CCC(Sc1ncnc2c1c(-c1ccccc1)cn2-c1ccc(OC)cc1)C(=O)OC (stereo not given)	14	-2.6	9	1	20
18	CC(OC(=O)c1ccco1)C(=O)NCc1ccc2c(c1)OCO2 (stereo not given)	-17	0.3	-2	-3	13
19	Cc1ccc(Nc2nc3ccc(Cl)cc3n3cnnc23)cc1F	-12	1.7	51*	-3	48
20	CN(C(=O)c1cccc(Cl)c1)C1CCCN(Cc2ccccc2F)C1 (stereo not given)	10	0.9	15	-3	2
21	O=C(N/N=C/c1ccc2c(c1)OCO2)c1cccs1	10	3.6	50	-2	-84
22	Cc1cccc(-n2c(-c3ccc(Br)o3)n[nH]c2=S)c1	11	1.3	19	5	13
23	Cc1nnc(SCCn2c(N3CCC(Cc4ccccc4)CC3)nc3c2c(=O)[nH]c(=O)n3C)s1	7	1.1	21	-1	14
24	CCN(CC)CCNC(=O)c1ccc(NC(=O)c2ccc3c(c2)CCC3)cc1	4	2.0	11	0	8
25	COC(=O)c1ccc(CSCC(=O)Nc2cc(OC)cc(OC)c2)o1	-11	0.5	14	-2	16
26	COc1cccc(N(C(=O)c2cnccn2)C(C(=O)NC2CCCCC2)c2ccc(Cl)cc2)c1 (stereo not given)	5	0.4	14	0	3
27	CCN(CC)Cc1c(O)ccc2occ(C(=O)c3ccccc3)c12	13	0.8	13	-4	8
28	COC(=O)C(C(=O)OC)C(CC(=O)c1ccc(C)cc1)c1cc(OC)c(OC)c(OC)c1 (stereo not given)	4	2.6	24	-1	-14
29	CCCC(=O)NCCc1cc2c(C)ccc(C)c2[nH]c1=O	5	-3.5	8	0	1
30	CCCCC1=NN2CCS(=O)(=O)N=C2S1	-2	-0.6	5	-2	26

#	CXCR6 inh	tim10-1 inh	TIM10 inh	UPR XBP1 act
16	0	4	10	1
17	5	10	11	-1
18	-4	-6	-5	0
19	-12	63*	13	32*
20	9	13	-1	-1
21	2	28	57*	2
22	7	18	25	2
23	/	-2	-9	0
24	0	20	3	1
25	4	5	11	2
26	13	22	16	-3
27	3	4	3	-1
28	1	23	17	0
29	-3	8	-6	-1
30	3	0	0	0

Later entries.
#	structure	APJ antagonist	CHOP UPR activ	tim23-1 inh	APJ ag	Mdm2 MdmX PPI
31	Cc1nn(CC(=O)NCCCc2ccccc2)c(=O)c2cc3occc3n12	41*	3.0	-7	-1	12
32	COc1ccc(N2CCN(C3CCCN(Cc4cccc(C(C)=O)c4)C3)CC2)cc1 (stereo not given)	10	0.2	-17	1	17
33	CN(C)S(=O)(=O)N1CCN(C(=O)N2CCCCCC2)CC1	5	-1.0	-3	-2	17
34	CC1CN(Cc2ccccc2)c2nc3c(c(=O)n(CC(=O)O)c(=O)n3C)n2C1 (stereo not given)	7	-0.2	9	0	19
35	CCc1cc2c(SCC(=O)Nc3ccc(NC(C)=O)cc3)ncnc2s1	11	0.3	2	-3	18
36	NC(=O)CC(NC(=O)Cc1cccc2ccccc12)c1ccc(NCCOc2ccccc2)c([N+](=O)[O-])c1 (stereo not given)	20	1.8	5	-6	13
37	CCSc1nc(-c2ccc(OC)cc2)cc(-c2ccccc2)c1C#N	9	-2.3	-8	-5	20
38	CC(=O)NC(CCS(C)(=O)=O)C(=O)N1CCc2ccccc21 (stereo not given)	-5	-2.7	12	0	13
39	Cc1ccc(S(=O)(=O)N(C)C)cc1NC(=O)COC(=O)/C=C/c1ccc2ccccc2n1	12	3.0	22	5	11
40	Cc1cc(N2CCN(C(=O)c3ccco3)CC2)nc(-c2ccccc2)n1	5	-1.4	19	2	4
41	O=C(O)c1ccc2c(=O)n3c(nc2c1)/C(=C/c1ccccc1Br)CC3	-19	-0.3	-3	-5	7
42	CC(C)(C)c1ccc(C(=O)NCCC(=O)NNC(=O)COc2ccc(F)cc2)cc1	-5	-0.9	2	-1	-3
43	O=C(CNC(=S)N(Cc1ccc(F)cc1)C1CCCCC1)NC1CC1	3	-1.9	27	-5	-18
44	CC(=O)Nc1ccc(NC(=O)C2CCN(C(=O)c3cccs3)CC2)cc1	-4	0.0	14	0	-35
45	CCCCN(C(=O)Cn1nnc2ccccc21)C(C(=O)NCCOC)c1cccs1 (stereo not given)	-17	-0.3	-3	-4	7

#	CXCR6 inh	tim10-1 inh	TIM10 inh	UPR XBP1 act
31	4	-4	-15	-1
32	6	0	-13	-2
33	-4	8	-2	0
34	-3	0	-1	-7
35	4	10	7	4
36	19	5	2	48*
37	12	9	0	-1
38	-1	-2	7	2
39	6	39	18	3
40	-5	16	-5	-1
41	-2	10	12	-3
42	-5	-3	-1	0
43	2	-1	22	0
44	1	-1	4	0
45	3	5	13	-2

Full records, quoted from the list.
CN(C)S(=O)(=O)N1CCN(C(=O)N2CCCCCC2)CC1 across the screens: APJ antagonist = 5; CHOP UPR activ = -1.0; tim23-1 inh = -3; APJ ag = -2; Mdm2 MdmX PPI = 17; CXCR6 inh = -4; tim10-1 inh = 8; TIM10 inh = -2; UPR XBP1 act = 0
CC(=O)NC(CCS(C)(=O)=O)C(=O)N1CCc2ccccc21 (stereo not given) across the screens: APJ antagonist = -5; CHOP UPR activ = -2.7; tim23-1 inh = 12; APJ ag = 0; Mdm2 MdmX PPI = 13; CXCR6 inh = -1; tim10-1 inh = -2; TIM10 inh = 7; UPR XBP1 act = 2

(cont.)
#	structure	APJ antagonist	CHOP UPR activ	tim23-1 inh	APJ ag	Mdm2 MdmX PPI
46	O=S(=O)(N/N=C\C=C\c1ccccc1)c1ccc(Br)cc1	6	1.1	56*	0	-8
47	O=C(CC12CC3CC(CC(C3)C1)C2)NCc1ccncc1	-21	-1.1	11	0	-1
48	NNC(=O)c1ccc(COCC(F)(F)C(F)F)cc1	4	-0.6	11	7	6
49	O=C(NCc1ccccn1)c1ccc(S(=O)(=O)Nc2ccccc2F)cc1	7	0.7	-2	2	15
50	Cc1cc(NC(=O)c2ccc(Cl)cc2Cl)n(-c2ccccc2)n1	0	1.1	27	-3	0
51	O=C(O)/C=C/c1ccccc1Oc1ccc(Cl)cc1Cl	8	0.4	9	-2	6
52	CCOc1ccc(CCNC(=O)CCC(=O)Nc2ccc3nc(N4CCN(C)CC4)cc(C)c3c2)cc1OCC	-9	0.3	19	-2	12
53	CCOc1ccc(CCNC(=O)CN2C(=O)NC3(CCCCCC3)C2=O)cc1OCC	-3	-1.4	3	-4	-38
54	CCOC(=O)N1CCN(C(=O)c2ccc(NS(=O)(=O)c3ccc(F)cc3)cc2)CC1	8	0.2	17	-2	12
55	O=C(Nc1ccc(C(F)(F)F)cc1)C1(c2ccccc2)CC1	3	1.0	9	-5	8
56	C=C1N(c2cccc(Cl)c2)C(=O)OC1(C)C	21	0.7	-18	-2	8
57	CCOC(=O)CNC(=O)CCNS(=O)(=O)c1ccc2c(c1)c(=O)n(C)c(=O)n2C	18	0.0	13	5	3
58	CCCCNC(=O)CCc1c(C)nc2nc(-c3cc(OC)cc(OC)c3)nn2c1C	-21	-1.4	-26	-4	-15
59	O=C(N/N=C/c1c[nH]c2ccccc12)c1cccc([N+](=O)[O-])c1	-14	1.1	7	0	17
60	COc1ccc(NC(=O)C2=C(C)NC(=O)NC2c2cccc(OC)c2OC)c(OC)c1 (stereo not given)	6	-2.4	2	-3	-1
61	O=C(Nc1ccncc1)C1CC1c1ccccc1 (stereo not given)	-7	0.7	16	6	5
62	COc1ccc(Cl)cc1NC(=O)COC(=O)CNC(=O)C1CCCCC1	23	-0.2	22	-5	-31
63	O=[N+]([O-])c1nn(-c2ccc(Cl)cc2)n(O)c1=NCc1cccnc1	-13	2.4	35	1	-34

#	CXCR6 inh	tim10-1 inh	TIM10 inh	UPR XBP1 act
46	6	34	18	-3
47	-2	22	-2	0
48	-1	-27	-9	0
49	2	-1	-8	-2
50	-2	2	19	-1
51	5	19	4	-1
52	-2	23	13	8
53	-15	0	0	2
54	-6	1	5	-2
55	-5	5	-2	0
56	-8	-17	-11	-3
57	-10	6	17	-3
58	1	10	19	1
59	-3	-10	15	-2
60	-5	16	-4	1
61	-6	10	15	-1
62	1	10	10	0
63	-12	42*	29	1

Compound activity as filed in PubChem BioAssay.
